# High-throughput results (PubChem)
# NF-kB neuron act: NF-kB expression increase, human neuronal cells; actives 1.6% (n = 190,000); fold change at 12.5 µM; NF-kB reporter expression; hits give high values; AID 1239; in the data active = fold change above about 3.3
# STAT3 inh: STAT3 signaling inhibition. U3A cells, IL-6 STAT3-luciferase reporter, luminescence; host cell line lacks STAT1. inhibition, % at 5.5 µM. actives 0.89% (n = 190,000);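 active = inhibition above the mean inhibition across all screened compounds plus 3 SD, cut at about 44% in these data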;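 note: 0% = DMSO only wells and 100% = 100 µM nifuroxazide control wells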
# STAT1 activator: increases IFN-gamma driven STAT1 reporter signal; NIH 3T3 STAT1-luciferase reporter, luminescence; 100% = IFN-gamma alone, no compound; activation (% of control), % at 5.5 µM; actives 2.6% (n = 200,000);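 active = activation above the screen-wide mean activation plus 3 SD, cut at about 130% in these data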;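 note: raw ratio to IFN-gamma control signal so 100% means no change and 0% no light; values of inactives mirror those of a sister screen read the other way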
# STAT1 inh: inhibitors of IFN-gamma induced STAT1 signaling. inhibition, % at 5.5 µM. actives 0.35% (n = 200,000). NIH 3T3 STAT1-luciferase reporter, luminescence. AID 920;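 active = inhibition above a set limit, the mean inhibition across all tested compounds plus 3 SD, cut at about 34% in these data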;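 note: 0% = IFN-gamma with DMSO and 100% = IFN-gamma with 300 µM nifuroxazide; values of inactives mirror those of a sister screen read the other way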
# RAM inhibit: yeast RAM network inhibition; inhibition, % at 50 µM; actives 1.8% (n = 190,000); S. cerevisiae dse1pr::URA3 reporter, 5-FOA growth OD615, 2 d; analog-sensitive cbk1-as2 kinase mutant strain;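 active = inhibition above a set limit, 3 SD over mean compound inhibition, cut at about 8.4% in these data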;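 note: 0% = DMSO-only wells with no growth and 100% = 10 µM 1-NA-PP1 full growth; inhibition rescues growth on 5-FOA so higher OD means more RAM inhibition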
# FLuc inhib CS: Photinus pyralis luciferase inhibition counter-screen | P08659 | ATPLite firefly luciferase biochemical luminescence, 10 min | inhibition, % at 10 µM | actives 1.5% (n = 200,000);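 active = inhibition above about 50% when tested at 10 µM, limit read from the data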
# Target sequence (P08659 whole entry, looked up): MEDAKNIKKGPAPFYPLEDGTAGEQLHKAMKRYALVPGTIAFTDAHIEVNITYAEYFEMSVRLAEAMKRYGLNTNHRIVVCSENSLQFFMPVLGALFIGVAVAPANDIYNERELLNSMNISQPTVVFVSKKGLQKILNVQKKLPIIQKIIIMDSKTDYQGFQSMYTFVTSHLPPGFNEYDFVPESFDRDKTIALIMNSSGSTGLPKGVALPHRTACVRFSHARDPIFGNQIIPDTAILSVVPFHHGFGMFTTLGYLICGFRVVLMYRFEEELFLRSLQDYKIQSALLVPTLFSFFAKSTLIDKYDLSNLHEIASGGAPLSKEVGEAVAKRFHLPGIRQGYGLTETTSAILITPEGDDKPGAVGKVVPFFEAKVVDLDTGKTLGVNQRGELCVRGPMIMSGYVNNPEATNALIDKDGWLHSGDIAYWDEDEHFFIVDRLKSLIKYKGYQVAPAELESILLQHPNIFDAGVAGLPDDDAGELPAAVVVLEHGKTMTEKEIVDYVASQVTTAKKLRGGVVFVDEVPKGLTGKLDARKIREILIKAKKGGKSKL
# STAT3 act: STAT3 signaling activation; actives 0.91% (n = 190,000); U3A cells, IL-6 STAT3-luciferase reporter, luminescence; 100% = signal with IL-6 EC80 alone; AID 871; activation (% of control), % at 5.6 µM;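 active = activation above the screen-wide mean of compound activation plus 3 SD, cut at about 130% in these data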;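 note: 0% = background luminescence of wells with medium and substrate only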
#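 Test system: human U3A cells carrying STAT3-luciferase construct; control set: IL-6-only wells as 100% reference; timing: compound pre-incubation 1 h before IL-6, then 6 h stimulation at 37 °C; also added: IL-6 stimulus at 33 ng/mL final; evaluation: % activation versus median of IL-6-stimulated wells; detection: reporter luminescence signal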
# APP transl inh: APP translation inhibition; inhibition, % at 2 µM; SH-SY5Y APP 5'UTR-luciferase reporter, luminescence; AID 1285; actives 0.82% (n = 190,000);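 active = inhibition above a set limit, derived from the sample mean plus 3 SD, cut at about 45% in these data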; note: values of inactives mirror those of a sister screen read the other way
# APP 5'UTR act: activates APP 5'UTR luciferase reporter; actives 1% (n = 190,000); activation, % at 2 µM; SH-SY5Y APP 5'UTR luciferase reporter, luminescence; zero percent = DMSO vehicle wells;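 active = activation above a set limit, based on mean plus 3 SD of controls, cut at about 140% in these data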; note: values of inactives mirror those of a sister screen read the other way
# Hsp70 activator: Hsp70 transcriptional activation, primary screen; HeLa Hsp70 promoter luciferase reporter, luminescence; scaled: vehicle 0, proteasome-inhibitor control 100%; activation, % at 10 µM; actives 0.04% (n = 200,000);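 active = activation above the mean across all tested compounds plus 3 SD, cutoff set per campaign, cut at about 5.5% in these data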;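 note: 100% = MG132 at 30 µM as the positive control and 0% = DMSO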
# An asterisk follows results filed as active; . = no result given.
SMILES	NF-kB neuron act	STAT3 inh	STAT1 activator	STAT1 inh	RAM inhibit	FLuc inhib CS	STAT3 act	APP transl inh	APP 5'UTR act	Hsp70 activator
COc1ccccc1NC(=O)COC(=O)c1ccccc1C(=O)N1CCN(c2ccccc2)CC1	0.91	9.4	87.6	13.2	1.0	2.8	94.1	-3.1	3.1	-0.1
Cc1c(S(=O)(=O)N2CCN(c3cccc(C(F)(F)F)c3)CC2)c(=O)n(C)c(=O)n1C	1.1	17.9	94.7	5.9	1.2	-7.0	92.1	-14.4	14.4	-0.3
Cc1ccc(N(C(=O)C2CCC(=O)N2)C2(C(=O)NC3CCCC3)CCCCC2)cc1 (stereo unspecified)	1.04	8.6	98.2	2.0	-0.9	-6.8	96.5	10.0	-10.0	-0.2
CCCC(=O)c1ccc2c(c1)OCCO2	1.03	1.4	98.7	-1.4	0.1	0.9	99.8	2.2	-2.2	-0.1
CCOc1cc(C=O)ccc1OCCSc1ccc(Cl)cc1	1.11	-5.7	103.2	-3.5	1.2	-4.8	104.8	10.8	-10.8	0.4
COc1cc(C(=O)Nc2cccc3ncccc23)cc(OC)c1OC	0.85	3.4	99.2	2.0	1.3	3.1	102.7	11.8	-11.8	-0.4
CCCCc1nc(S(=O)(=O)c2ccc(Cl)cc2)c(N2CCOCC2)o1	1.12	6.4	106.0	-3.2	1.0	-4.9	96.4	-6.7	6.7	0.0
COc1ccc(/C=C2/C(=O)ON=C2c2ccccc2)cc1OC	1.13	1.4	101.8	-2.0	1.7	-7.1	108.8	7.8	-7.8	0.3
O=C(CSc1ncn[nH]1)OCN1C(=O)c2ccccc2C1=O	1.47	0.9	109.9	-10.8	0.0	-4.6	103.6	2.7	-2.7	0.1
CC(CCc1ccccc1)NC(=O)CN1CCN(c2ccccc2)CC1 (stereo unspecified)	1.38	4.7	101.4	-2.9	0.3	-3.3	100.5	-7.7	7.7	-0.4
Cc1cc(C)c(C(=O)Cn2cnc3cc([N+](=O)[O-])ccc3c2=O)cc1C	1.08	18.4	103.4	-5.4	0.1	-6.5	86.2	-0.5	0.5	-0.4
O=C(NCc1ccco1)c1cc(C(=O)C2CC2)c[nH]1	1.29	7.9	92.6	8.2	0.1	-0.5	102.0	-5.8	5.8	-0.4
Cc1cc(NS(=O)(=O)c2ccccc2)cc(Cl)c1O	1.13	-4.3	103.4	-3.7	3.9	5.3	106.4	2.5	-2.5	-0.2
CCn1c(Cc2ccccc2)nnc1SCC(=O)NC1CCCC1	1.2	2.5	93.8	4.8	-0.1	-7.7	103.5	-12.2	12.2	-0.3
COc1cccc(CC2(CO)CCN(C(=O)NCCc3ccccc3)CC2)c1	0.79	0.0	98.2	0.3	0.4	-11.5	103.8	0.6	-0.6	-0.1
O=C(CN1CCN(c2ccccn2)CC1)Nc1ccc(F)cc1	1.22	1.4	97.6	2.6	2.2	2.6	102.7	0.9	-0.9	0.1
COc1ccc2cc(CN(CCCN3CCOCC3)Cc3nnnn3C3CCCCC3)c(=O)[nH]c2c1	0.95	-9.4	93.3	7.3	-0.2	-1.5	110.5	-5.3	5.3	-0.5
CC1=C(C(=O)Nc2ccccc2C(F)(F)F)C(c2ccc(C)s2)NC(=S)N1 (stereo unspecified)	0.49	13.4	97.0	3.3	2.6	-2.5	89.1	-8.4	8.4	-0.2
CCOC(=O)C1=C2SCC(=O)N2C(N)=C(C#N)C1	1.07	-0.4	104.6	-5.1	1.6	-9.4	103.2	2.4	-2.4	-0.3
Cc1c(NC(=O)c2cc3ccccc3c(=O)s2)c(=O)n(-c2ccccc2)n1C	0.96	6.4	104.6	-5.0	0.9	-4.0	102.1	11.8	-11.8	-0.3
Cn1c(SCC(=O)Nc2nc3ccccc3s2)nnc1-c1ccccc1	1.14	-8.9	101.0	-2.4	4.0	-1.6	107.3	9.0	-9.0	-0.5
O=C(NCC(=O)N(CCc1ccccc1)C(C(=O)NC1CCCC1)c1cccnc1)c1ccco1 (stereo unspecified)	0.9	2.6	97.2	3.1	0.4	-6.9	101.2	-0.7	0.7	-0.1
CC(C)CCNC(=O)CC1C(=O)N(Cc2ccccc2)C(C)c2nc3ccccc3n21 (stereo unspecified)	1.12	1.2	90.6	10.2	0.9	-1.8	100.3	-8.7	8.7	-0.2
O=C(CN1CCSCC1)N/N=C/c1ccc(F)cc1	1.34	1.2	96.2	3.7	3.2	-4.2	99.0	.	.	-0.3
O=C(C1COc2ccccc2O1)N1CCN(c2ccccc2F)CC1 (stereo unspecified)	1.21	7.3	107.6	-8.3	0.5	-5.9	97.2	5.2	-5.2	-0.1

# Reprinted at random: 2 records from the list, in no set order.
SMILES	NF-kB neuron act	STAT3 inh	STAT1 activator	STAT1 inh	RAM inhibit	FLuc inhib CS	STAT3 act	APP transl inh	APP 5'UTR act	Hsp70 activator
CC(C)CCNC(=O)CC1C(=O)N(Cc2ccccc2)C(C)c2nc3ccccc3n21 (stereo unspecified)	1.12	1.2	90.6	10.2	0.9	-1.8	100.3	-8.7	8.7	-0.2
CCOC(=O)C1=C2SCC(=O)N2C(N)=C(C#N)C1	1.07	-0.4	104.6	-5.1	1.6	-9.4	103.2	2.4	-2.4	-0.3

# (continued)
SMILES	NF-kB neuron act	STAT3 inh	STAT1 activator	STAT1 inh	RAM inhibit	FLuc inhib CS	STAT3 act	APP transl inh	APP 5'UTR act	Hsp70 activator
CCCSc1nc(=O)n2cccc(C)c2n1	1.16	23.0	99.7	-0.6	2.5	-4.5	86.7	-13.1	13.1	-0.3
CC(=O)c1ccc(N2CCN(C(=O)c3cc(-c4ccc5c(c4)OCO5)nc4ccccc34)CC2)cc1	0.5	-15.3	103.7	-4.1	4.8	11.6	117.2	-3.1	3.1	-0.3
Cc1ccc(-c2nc(CS(=O)(=O)CC(=O)N3CCCCCC3)c(C)o2)cc1	0.73	14.1	83.3	18.7	1.8	-2.5	88.7	-21.2	21.2	-0.5
COC(=O)c1ccccc1NC(=O)CN(c1ccc(OC)cc1)S(C)(=O)=O	0.96	5.6	90.6	10.2	1.0	-9.2	97.9	-1.8	1.8	0.5
O=C1c2ccccc2C(=O)N1CCn1c(=O)oc2ccccc21	1.52	-4.5	112.6	-17.8	0.6	14.3	105.6	2.1	-2.1	-0.1
CC1(C)CC(=O)C=C(NNC(=O)c2ccccc2O)C1	2.36	15.7	99.1	0.9	2.4	91.1*	89.8	-6.9	6.9	0.9
CCCCc1cc(=O)oc2c(CN(C)C)c(O)c(Cl)cc12	1.06	0.3	93.7	7.0	0.8	-2.3	102.1	-8.9	8.9	0.0
O=C(CCN1CCCCCC1)Nc1cccc(F)c1	0.82	0.6	99.0	1.1	0.3	-3.5	104.8	4.0	-4.0	-0.2
CCOc1ncccc1C(=O)NCc1ccc(C)cc1	1.21	-16.7	112.9	-14.2	-0.8	-0.6	112.7	-13.3	13.3	-0.3
Cc1cccc(/C(N)=N/OC(=O)Cc2cccs2)c1	2.69	6.9	131.9*	-34.9	0.7	19.4	99.6	-41.1	41.1	0.3
COc1ccc(/C=N/NC(=O)C2C3CCCCC32)cc1OC (stereo unspecified)	0.85	11.1	91.1	8.8	0.6	-1.9	96.2	-3.1	3.1	0.3
CC(C)(C)C(=O)c1no[n+]([O-])c1/C(=N/O)C(C)(C)C	0.98	2.5	89.0	12.0	0.7	-4.1	103.4	-11.4	11.4	-0.2
O=C(CN(c1ccccc1F)S(=O)(=O)c1ccccc1)N1CCCCCC1	1.05	-4.3	96.4	3.1	2.7	-1.4	103.7	15.4	-15.4	-0.1
CCOc1cnc(C(=O)NNC(=O)C(Br)C(C)C)o1 (stereo unspecified)	1.02	6.3	107.1	-10.2	2.7	-7.6	99.4	17.1	-17.1	0.4
CCn1c(CCCOc2ccc(Cl)cc2Cl)n[nH]c1=S	1.92	15.4	102.5	-4.4	-2.6	6.4	90.4	-9.1	9.1	-0.2
COC(=O)COC(=O)c1ccc(-n2nnnc2SC)cc1	1.13	5.6	105.5	-5.9	1.2	-4.3	97.5	-7.2	7.2	-0.3
COc1cc(C(=O)OCC(=O)Nc2ccc(SC(F)F)cc2)cc(OC)c1OC	1.03	4.9	105.0	-5.7	1.6	0.7	99.8	5.2	-5.2	-0.1
CNC(=O)C(NC(=O)Nc1ccc(C)cc1)C(C)(C)C (stereo unspecified)	1.08	8.3	88.1	13.1	-1.6	-2.3	100.8	-14.0	14.0	0.2
Fc1ccc(-n2cc(-c3ccccc3)[n+]3c2SCC3)cc1	0.84	-5.8	88.6	12.2	3.5	-3.4	104.4	-4.0	4.0	-0.3
c1ccc2c3nnc4n(c-3nc2c1)CCCS4	0.98	19.1	108.2	-3.5	3.3	-0.9	87.0	-20.8	20.8	-0.1
CCOc1ccc(NC(=O)CSc2nc3ccccc3c(=O)n2CCCC(=O)N2CCCC2)cc1	0.85	12.8	98.2	2.0	5.4	-4.9	98.7	-5.7	5.7	0.0
O=C(CCCCCNC(=O)c1ccccc1Cl)N/N=C/c1ccco1	0.93	6.0	102.4	-2.7	0.8	-4.3	99.8	9.6	-9.6	-0.1
COC(=O)c1c(N2C(=O)[C@H]3[C@@H](C2=O)[C@]2(C(=O)Nc4c(C)cccc42)N2CCC[C@@H]32)sc(C)c1C	0.65	6.5	89.3	12.0	1.9	3.0	95.3	-20.6	20.6	-0.4
CCCc1cc(-c2n[nH]c(=S)n2Cc2ccccc2)cs1	1.18	6.4	101.2	-1.4	0.5	-5.4	99.5	-8.2	8.2	-0.1
Cc1ccc(C(C(=O)NC2CCCC2)N(Cc2cccnc2)C(=O)c2snc(C(N)=O)c2N)o1 (stereo unspecified)	0.94	2.2	107.5	-8.2	-0.4	-3.7	102.6	3.0	-3.0	-0.2
O=C1NCC(COCc2ccccc2)O1 (stereo unspecified)	1.05	6.1	98.5	-0.1	-0.3	-7.0	98.6	-9.2	9.2	-0.5
CCN(CC)S(=O)(=O)c1ccc2oc(SCC(=O)NCc3ccccc3)nc2c1	0.84	5.2	99.7	0.3	3.2	-7.0	101.5	7.5	-7.5	-0.2
COc1cccc(C(=O)NNc2nc(C)cc(C)n2)c1	1.04	15.4	92.9	8.0	0.7	-3.3	90.3	-15.0	15.0	-0.1
O=C1N=C2SCCN2/C1=C\c1ccc(Cl)cc1	1.25	-3.0	105.9	-6.4	1.6	-6.1	101.1	6.5	-6.5	0.1
COC(=O)c1c(NC(=O)CN2CCN(c3cccc(Cl)c3)CC2)sc(C)c1C	1.09	24.0	99.9	0.1	2.0	-9.9	79.8	.	.	-0.4
Cc1cc(C)c(C)c(OCCCN(C)C)c1	1.76	1.1	99.7	0.5	0.4	-0.4	97.8	4.1	-4.1	-0.1
Cc1ccc(C(=O)c2cc([N+](=O)[O-])ccc2N2CCOCC2)cc1	2.11	5.3	97.0	3.4	-0.4	-6.2	95.0	93.2*	-93.2	-0.1
CCOC(=O)C1(CCCc2ccccc2)CCN(C2CCN(C(C)=O)CC2)CC1	1.2	-10.8	102.7	-3.9	0.9	-5.4	121.7	3.3	-3.3	0.2
Cc1ccc(S(=O)(=O)c2c(C)cc(C)nc2N2CCOCC2)cc1	1.09	9.0	81.8	20.0	1.4	-4.4	93.2	-8.6	8.6	-0.4
